From PubChem BioAssay
Myeloid diff 2: myeloid differentiation induction; AID 624256; 360,000 tested, 1% active; ER-HoxA9 myeloid progenitors, lysozyme-GFP differentiation, flow cytometry; calls only at 10 µM;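 active means normalized GFP-positive differentiation at or above the plate's own cutoff, the solvent-only control mean plus 3 SD; inconclusive means no clear call, values can overlap the other calls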;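 further: cells exposed to compound for four days before flow analysis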
PhoP inhibition: inhibitors of PhoP regulon expression, primary screen, Salmonella Typhimurium, GFP reporter (AID 1863); S. Typhimurium PhoP-regulated promoter GFP reporter, 4 h; higher % means a stronger effect; inhibition, % at 50 µM; hits with a dose series show IC50 in µM; 300,000 tested, 0.16% active;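 active means inhibition over 29.93%, a cutoff 3 SD above the screen mean, later confirmed by dose response; inconclusive means inhibition over 29.93% but no dose response follow-up; inactive means inhibition at most 29.93% or unconfirmed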;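 further: 0% = low Mg2+ inducing control and 100% = high Mg2+ repressing control; strong numbers were not always called active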
LYP inhibition: PTPN22 lymphoid phosphatase activity blockers – biochemical, fluorescence intensity, uHTS (AID 1779); recombinant LYP phosphatase, fluorescence intensity; higher % means a stronger effect; inhibition, % at 11.5 µM; hits with a dose series show IC50 in µM; 290,000 tested, 0.054% active;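 further: plate controls were vehicle with enzyme for no effect and no enzyme for full effect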
KOR beta-arrestin-1: KOR antagonists, beta-arrestin recruitment, cell-based, luminescence, uHTS (AID 1778); KOR beta-arrestin recruitment, luminescence, antagonist mode; higher % means a stronger effect; inhibition, % at 10 µM; hits with a dose series show IC50 in µM; 290,000 tested, 0.091% active; further: strong numbers were not always called active
SIAH1 antagonists: Siah-1 peptide-binding antagonists, primary screen, biochemical, fluorescence polarization, rhodamine-plectin, uHTS (AID 1817). one-dose displacement, % at 20 µM; IC50 in µM for titrated hits. 290,000 tested, 0.02% active. Siah-1 / rhodamine-plectin peptide fluorescence polarization; higher % means a stronger effect;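 active means displacement of at least 50% at 20 µM, with a fluorescence ratio check between 0.3 and a set limit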;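 further: plate controls were Siah plus tracer with DMSO for no effect and tracer alone without Siah for full effect; strong numbers were not always called active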
HIV peptide binding: cell-free HIV fusion peptide-binding blockers – biochemical, uHTS, fluorescence dequenching, primary screen (AID 1986); cell-free peptide binding, fluorescence dequenching, 30 min; higher % means a stronger effect; one-dose inhibition, % at 20 µM; IC50 in µM for titrated hits; 290,000 tested, 0.3% active; in the data active means inhibition mostly above about 52%, no sharp cut-off; inactive means mostly below about 76%; further: some results filed as inactive read as strong as hits
HEK293 NOD2/NF-kB: NOD2 signaling inhibitors, cell-based, luminescence, uHTS, HEK293 (AID 1566); 290,000 tested, 0.63% active; inhibition, % at 4 µM, or EC50 in µM where a hit was titrated; HEK293 NOD2/NF-kB luciferase reporter, luminescence; higher % means a stronger effect; further: many of its hits are not listed in these tables
KOR beta-arrestin-2: KOR agonists, beta-arrestin recruitment, primary screen, cell-based, luminescence, uHTS (AID 1777); KOR beta-arrestin recruitment, luminescence; higher % means a stronger effect; activation, % at 10 µM; hits with a dose series show EC50 in µM; 280,000 tested, 0.02% active; in the data active means activation above about 50%, passing the limit was not always enough; further: a part of the inactive calls stands beside numbers as strong as those of hits
NOD1 inhibition: NOD1 signaling inhibitors, primary screen, cell-based, luminescence, uHTS (AID 1578) | NOD1-driven NF-kB luciferase reporter cells, luminescence; higher % means a stronger effect | one-dose inhibition, % at 4 µM; EC50 in µM for titrated hits | 290,000 tested, 1% active; in the data active means inhibition mostly above about 36%, no sharp cut-off; inactive means mostly below about 34%;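 further: HEK-293T reporter cells stimulated with the NOD1 agonist gamma-tri-DAP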
Myeloid diff 2 GFP+ MAC1+ %: further read-out of Myeloid diff 2, marked with its call; GFP+ MAC1+ double positive, %; measured here: differentiation confirmed by MAC1 staining
* = called active by the depositor. Unless noted, no stated cut-off is given here; in the data, active means inhibition above about 50%; inactive means the rest. Only part of the results is shown, so the mix of outcomes need not match the whole.

Results for CC(Sc1nc2ccccc2[nH]1)C(=O)Nc1ccc2c(c1)OCCO2 (stereo not given) ?
Myeloid diff 2: inactive; PhoP inhibition: -9%; LYP inhibition: -7%; KOR beta-arrestin-1: -24%; SIAH1 antagonists: -3%; HIV peptide binding: 0.0%; HEK293 NOD2/NF-kB: -7%; KOR beta-arrestin-2: 3.4%; NOD1 inhibition: -6%; Myeloid diff 2 GFP+ MAC1+ %: 1.1

Results for COC(=O)c1c[nH]n2c(=O)c(Cl)c(C)nc12 ?
Myeloid diff 2: inactive; PhoP inhibition: -1%; LYP inhibition: -4%; KOR beta-arrestin-1: 20%; SIAH1 antagonists: 2%; HIV peptide binding: 1.5%; HEK293 NOD2/NF-kB: 5%; KOR beta-arrestin-2: -0.2%; NOD1 inhibition: -45%; Myeloid diff 2 GFP+ MAC1+ %: 0.5

How did N#Cc1c(-c2ccc(Br)cc2)cc(-c2cccnc2)nc1N do in these assays?
Myeloid diff 2: inactive; PhoP inhibition: -13%; LYP inhibition: -14%; KOR beta-arrestin-1: 3%; SIAH1 antagonists: -4%; HIV peptide binding: 2.2%; HEK293 NOD2/NF-kB: 1%; KOR beta-arrestin-2: 4.1%; NOD1 inhibition: -2%; Myeloid diff 2 GFP+ MAC1+ %: 0.5

Results for Cc1ccc(Sc2c(C)[nH]n(C(C)(C)C)c2=O)cc1 ?
Myeloid diff 2: inactive; PhoP inhibition: -5%; LYP inhibition: -6%; KOR beta-arrestin-1: 13%; SIAH1 antagonists: 5%; HIV peptide binding: 0.5%; HEK293 NOD2/NF-kB: 16%; KOR beta-arrestin-2: 0.9%; NOD1 inhibition: 1%; Myeloid diff 2 GFP+ MAC1+ %: 0.8

Results for O=C(O)CC/C(=N\Nc1ccc(Cl)cc1)c1cccs1 ?
Myeloid diff 2: inactive; PhoP inhibition: 9%; LYP inhibition: -5%; KOR beta-arrestin-1: -8%; SIAH1 antagonists: -1%; HIV peptide binding: -1.2%; HEK293 NOD2/NF-kB: 26%; KOR beta-arrestin-2: -4.3%; NOD1 inhibition: 2%; Myeloid diff 2 GFP+ MAC1+ %: 1.4

What do the screens show for `O=C(c1ccc(Cn2cc(Br)cn2)o1)N1N=C(C(F)F)CC1(O)C(F)F` (stereo not given)?
Myeloid diff 2: inactive; PhoP inhibition: 6%; LYP inhibition: 2%; KOR beta-arrestin-1: -6%; SIAH1 antagonists: 0%; HIV peptide binding: -1.9%; HEK293 NOD2/NF-kB: 11%; KOR beta-arrestin-2: 0.5%; NOD1 inhibition: 9%; Myeloid diff 2 GFP+ MAC1+ %: 4.6

How did COc1ccc(-c2nc(CS(=O)CC(=O)NCc3ccc4c(c3)OCO4)c(C)o2)cc1 (stereo not given) do in these assays?
Myeloid diff 2: inconclusive; PhoP inhibition: 0%; LYP inhibition: -4%; KOR beta-arrestin-1: -8%; SIAH1 antagonists: 1%; HIV peptide binding: 5.6%; HEK293 NOD2/NF-kB: -19%; KOR beta-arrestin-2: -4.2%; NOD1 inhibition: -18%

Results for CC1N(C)c2cc(NC(=O)c3ccco3)ccc2C1(C)C (stereo not given) ?
Myeloid diff 2: inactive; PhoP inhibition: 30%; LYP inhibition: -1%; KOR beta-arrestin-1: 18%; SIAH1 antagonists: 102%; HIV peptide binding: -2.6%; HEK293 NOD2/NF-kB: -66%; KOR beta-arrestin-2: -4.8%; NOD1 inhibition: -58%; Myeloid diff 2 GFP+ MAC1+ %: 6.8

How did O=C(CCNC(=O)c1ccc([N+](=O)[O-])cc1)NCCc1ccc(Cl)cc1 do in these assays?
Myeloid diff 2: inactive; PhoP inhibition: 8%; LYP inhibition: -6%; KOR beta-arrestin-1: -3%; SIAH1 antagonists: -5%; HIV peptide binding: -2.3%; HEK293 NOD2/NF-kB: -3%; KOR beta-arrestin-2: -8.5%; NOD1 inhibition: 12%; Myeloid diff 2 GFP+ MAC1+ %: 0.4

Results for Cc1cc(C)n(CC(=O)Nc2ccc(N3CCOCC3)c(Cl)c2)c(=O)c1C#N ?
Myeloid diff 2: inactive; PhoP inhibition: 14%; LYP inhibition: -9%; KOR beta-arrestin-1: -7%; SIAH1 antagonists: 0%; HIV peptide binding: -1.1%; HEK293 NOD2/NF-kB: -15%; KOR beta-arrestin-2: -1.2%; NOD1 inhibition: -19%; Myeloid diff 2 GFP+ MAC1+ %: 0.4

How did COc1cc(C2OC(c3cc(OC)c(OC)c(OC)c3)C(C)C2C)cc(OC)c1OC (stereo not given) do in these assays?
Myeloid diff 2: inactive; PhoP inhibition: 1%; LYP inhibition: -3%; KOR beta-arrestin-1: 7%; SIAH1 antagonists: -1%; HIV peptide binding: -0.7%; HEK293 NOD2/NF-kB: 9%; KOR beta-arrestin-2: -1.6%; NOD1 inhibition: -7%; Myeloid diff 2 GFP+ MAC1+ %: 2.9

How did CCCCc1cc(=O)oc2c(CN3CCN(C)CC3)c(O)ccc12 do in these assays?
Myeloid diff 2: inactive; PhoP inhibition: -2%; LYP inhibition: -15%; KOR beta-arrestin-1: -7%; SIAH1 antagonists: 4%; HIV peptide binding: -2.5%; HEK293 NOD2/NF-kB: -2%; KOR beta-arrestin-2: -3.4%; NOD1 inhibition: -7%; Myeloid diff 2 GFP+ MAC1+ %: 0.3

What do the screens show for `COC(=O)c1ccc2c(c1)N(Cc1ccccc1F)C(=O)c1ccccc1S2=O` (stereo not given)?
Myeloid diff 2: inactive; PhoP inhibition: 5%; LYP inhibition: -4%; KOR beta-arrestin-1: -56%; SIAH1 antagonists: -5%; HIV peptide binding: -0.3%; HEK293 NOD2/NF-kB: 6%; KOR beta-arrestin-2: -1.4%; NOD1 inhibition: 26%; Myeloid diff 2 GFP+ MAC1+ %: 1.6

How did Nc1nc(SCC(=O)NN(c2ccccc2)c2ccccc2)n[nH]1 do in these assays?
Myeloid diff 2: inactive; PhoP inhibition: 10%; LYP inhibition: -7%; KOR beta-arrestin-1: 7%; SIAH1 antagonists: 0%; HIV peptide binding: -1.3%; HEK293 NOD2/NF-kB: 20%; KOR beta-arrestin-2: -1.8%; NOD1 inhibition: -3%; Myeloid diff 2 GFP+ MAC1+ %: 0.7

Results for Cc1ccc(N(Cc2ccc(C(=O)Nc3ccccc3C(=O)NCc3ccco3)cc2)S(C)(=O)=O)cc1C ?
Myeloid diff 2: inactive; PhoP inhibition: -8%; LYP inhibition: 5%; KOR beta-arrestin-1: -59%; SIAH1 antagonists: 1%; HIV peptide binding: 0.9%; HEK293 NOD2/NF-kB: 19%; KOR beta-arrestin-2: 2.9%; NOD1 inhibition: 11%; Myeloid diff 2 GFP+ MAC1+ %: 0.6

Among those listed so far, 2 have fluorine:
What do the screens show for `O=C(c1ccc(Cn2cc(Br)cn2)o1)N1N=C(C(F)F)CC1(O)C(F)F` (stereo not given)?
Myeloid diff 2: inactive; PhoP inhibition: 6%; LYP inhibition: 2%; KOR beta-arrestin-1: -6%; SIAH1 antagonists: 0%; HIV peptide binding: -1.9%; HEK293 NOD2/NF-kB: 11%; KOR beta-arrestin-2: 0.5%; NOD1 inhibition: 9%; Myeloid diff 2 GFP+ MAC1+ %: 4.6

What do the screens show for `COC(=O)c1ccc2c(c1)N(Cc1ccccc1F)C(=O)c1ccccc1S2=O` (stereo not given)?
Myeloid diff 2: inactive; PhoP inhibition: 5%; LYP inhibition: -4%; KOR beta-arrestin-1: -56%; SIAH1 antagonists: -5%; HIV peptide binding: -0.3%; HEK293 NOD2/NF-kB: 6%; KOR beta-arrestin-2: -1.4%; NOD1 inhibition: 26%; Myeloid diff 2 GFP+ MAC1+ %: 1.6

Going on with the list.
How did O=C(NC1CCCCC1)C(c1ccncc1)N(C(=O)Cn1nnc(-c2cccs2)n1)C1CCCC1 (stereo not given) do in these assays?
Myeloid diff 2: inactive; PhoP inhibition: -8%; LYP inhibition: -5%; KOR beta-arrestin-1: 14%; SIAH1 antagonists: 5%; HIV peptide binding: 0.4%; HEK293 NOD2/NF-kB: 9%; KOR beta-arrestin-2: -1.7%; NOD1 inhibition: -23%; Myeloid diff 2 GFP+ MAC1+ %: 7.5

Results for CCCCCCOc1ccc(NC(=O)CC2C(=O)N(CC)C(=S)N2Cc2ccco2)cc1 (stereo not given) ?
Myeloid diff 2: inactive; PhoP inhibition: 11%; LYP inhibition: 12%; KOR beta-arrestin-1: -32%; SIAH1 antagonists: 4%; HIV peptide binding: 12%; HEK293 NOD2/NF-kB: 0%; KOR beta-arrestin-2: 0.2%; NOD1 inhibition: -15%; Myeloid diff 2 GFP+ MAC1+ %: 0.6

Results for CCOc1ccccc1C(=O)OCC(=O)Nc1ccc(N2CCCCC2)cc1 ?
Myeloid diff 2: inactive; PhoP inhibition: 13%; LYP inhibition: -3%; KOR beta-arrestin-1: -51%; SIAH1 antagonists: -1%; HIV peptide binding: -3.8%; HEK293 NOD2/NF-kB: -13%; KOR beta-arrestin-2: 4.3%; NOD1 inhibition: 5%; Myeloid diff 2 GFP+ MAC1+ %: 1.0

Results for COC(=O)c1c(C)[nH]c(C(=O)/C=C/c2cccc(Cl)c2)c1C ?
Myeloid diff 2: inactive; PhoP inhibition: -19%; LYP inhibition: 6%; KOR beta-arrestin-1: -30%; SIAH1 antagonists: 8%; HIV peptide binding: 0.6%; HEK293 NOD2/NF-kB: -77%; KOR beta-arrestin-2: 1.6%; NOD1 inhibition: -13%; Myeloid diff 2 GFP+ MAC1+ %: 0.3

How did Cc1ccc(Cn2nnc3c(=O)[nH]c(C4CCN(S(=O)(=O)c5ccccc5)CC4)nc32)cc1 do in these assays?
Myeloid diff 2: inactive; PhoP inhibition: 10%; LYP inhibition: -4%; KOR beta-arrestin-1: -10%; SIAH1 antagonists: 0%; HIV peptide binding: 1.8%; HEK293 NOD2/NF-kB: -5%; KOR beta-arrestin-2: 3.5%; NOD1 inhibition: -36%; Myeloid diff 2 GFP+ MAC1+ %: 8.1

What do the screens show for `CCOC(=O)c1cc(CC)sc1/N=C/C1=C(O)CC(C)(C)CC1=O`?
Myeloid diff 2: inactive; PhoP inhibition: 9%; LYP inhibition: -2%; KOR beta-arrestin-1: -9%; SIAH1 antagonists: 1%; HIV peptide binding: 4.9%; HEK293 NOD2/NF-kB: 1%; KOR beta-arrestin-2: 0.3%; NOD1 inhibition: 0%; Myeloid diff 2 GFP+ MAC1+ %: 1.3

What do the screens show for `O=C(CSc1nc2ccccc2c(=O)n1CC1CCCO1)NCC1CCCO1` (stereo not given)?
Myeloid diff 2: inactive; PhoP inhibition: -6%; LYP inhibition: -1%; KOR beta-arrestin-1: -8%; SIAH1 antagonists: 4%; HIV peptide binding: -1.6%; HEK293 NOD2/NF-kB: 12%; KOR beta-arrestin-2: 2.5%; NOD1 inhibition: -30%; Myeloid diff 2 GFP+ MAC1+ %: 1.1
